Assay outcomes (PubChem BioAssay)
LANA DNA inh: KSHV C-LANA DNA binding inhibition; MBP-C-LANA/FAM-LBS DNA binding, fluorescence polarization; inhibition, % at 9 µM; 340,000 compounds, 0.078% hits;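 active = highest replicate inhibition at or above 60% at 9 µM, even if other replicates fall short; inactive = all replicates below 60% inhibition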;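 note: 0% = neutral control wells and 100% = 4 µM acridine orange control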
SR-BI DiI inh: inhibitors of mouse SR-BI mediated HDL lipid uptake | Q61009 | ldlA[mSR-BI] CHO cells, DiI-HDL uptake fluorescence, 3 h | inhibition, % at 12.5 µM | 320,000 compounds, 0.96% hits;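 active = mean replicate inhibition of at least 70% and a set share of replicates each scoring 70 or more; inconclusive = meets just one of the two criteria; inactive = fails both criteria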;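 note: 0% = median of neutral control wells and 100% = median of positive control wells; values of inactives mirror those of a sister screen read the other way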
Target sequence (Q61009 whole entry, looked up): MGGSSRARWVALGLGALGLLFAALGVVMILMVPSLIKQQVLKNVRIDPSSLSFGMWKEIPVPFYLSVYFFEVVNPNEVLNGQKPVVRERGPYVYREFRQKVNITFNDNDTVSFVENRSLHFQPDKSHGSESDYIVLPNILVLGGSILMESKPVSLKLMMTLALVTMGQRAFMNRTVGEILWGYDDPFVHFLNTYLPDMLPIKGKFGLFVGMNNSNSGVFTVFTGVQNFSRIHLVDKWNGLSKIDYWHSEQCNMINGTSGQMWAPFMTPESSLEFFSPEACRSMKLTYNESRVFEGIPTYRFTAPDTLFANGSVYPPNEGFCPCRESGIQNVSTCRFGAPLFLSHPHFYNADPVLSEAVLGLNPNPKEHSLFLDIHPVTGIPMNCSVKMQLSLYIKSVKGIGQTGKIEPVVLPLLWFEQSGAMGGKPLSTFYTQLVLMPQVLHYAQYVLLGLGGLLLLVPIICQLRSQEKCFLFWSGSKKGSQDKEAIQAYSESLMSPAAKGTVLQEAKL
Keap1 Nrf2 FP: disrupts human Keap1 binding to Nrf2 peptide; Q14145; 340,000 compounds, 0.15% hits; inhibition, % at 9.4 µM; AID 504523; Keap1 Kelch-Nrf2 peptide fluorescence polarization, 1536-well; in the data active = inhibition above about 12%; inconclusive = no clear call, values can overlap the other calls; inactive = below about 7.3%;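 note: human Keap1 Kelch domain with fluorescein labeled Nrf2 9mer peptide probe; 0% = neutral control wells and 100% = peptide positive control; higher means more block of Keap1 binding to Nrf2 peptide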
NSD2 HMT inh: NSD2 (human) methyltransferase inhibition. O96028. NSD2 peptide methylation, AlphaScreen, 120 min. inhibition, % at 12.5 µM. 310,000 compounds, 0.54% hits; in the data active = inhibition above about 50%
RTF Ca sens inh: cardiac RTF calcium desensitization; P19429+P45379; IANBD-labeled cardiac RTF, Ca2+ fluorescence; inhibition, % at 7.15 µM; 340,000 compounds, 0.12% hits;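 active = inhibition above the mean inhibition of all tested compounds plus 3 SD, cut at about 17% in these data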;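 note: assay run at fixed EC70 calcium of 1.6 mM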
PvdQ inh: blocks Pseudomonas aeruginosa PvdQ acylase activity. purified PvdQ acylase, fluorescence plate reader. inhibition, % at 10 µM. 340,000 compounds, 0.063% hits; in the data active = inhibition above about 30%, passing the limit was not always enough; inconclusive = no clear call, values can overlap the other calls;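 note: 0% = vehicle neutral wells and 100% = reference inhibitor wells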
PKA-R2B act: PKA-R2B complex activation; P22694+P31323; PKA-R2B holoenzyme dissociation, Cy5-IP20 fluorescence polarization; R2B truncated from residue 108, S112A mutant; 0% DMSO only, 100% 113 µM cGMP; activation, % at 11.4 µM; 340,000 compounds, 0.079% hits; AID 504700;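 active = activation above a cutoff set at the mean over all compounds plus 3 SD, cut at about 18% in these data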;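 note: higher means more holoenzyme dissociation and a rise in polarization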
Target sequence (P31323 whole entry, looked up, other chains not shown, the tested form may be a part): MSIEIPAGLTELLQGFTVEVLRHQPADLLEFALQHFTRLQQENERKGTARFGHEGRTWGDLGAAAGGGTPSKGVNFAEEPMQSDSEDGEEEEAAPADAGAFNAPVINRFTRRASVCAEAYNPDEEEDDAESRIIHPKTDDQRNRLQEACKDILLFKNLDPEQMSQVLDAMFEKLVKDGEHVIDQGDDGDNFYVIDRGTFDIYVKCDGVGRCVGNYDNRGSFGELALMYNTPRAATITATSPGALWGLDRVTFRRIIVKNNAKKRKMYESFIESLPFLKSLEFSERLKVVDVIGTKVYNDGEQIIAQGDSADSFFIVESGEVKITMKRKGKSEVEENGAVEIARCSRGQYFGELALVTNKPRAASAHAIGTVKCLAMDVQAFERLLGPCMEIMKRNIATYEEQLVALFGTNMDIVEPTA
Arr AP2 block: inhibitors of human beta-arrestin and AP2 interaction; FITC-arrestin peptide / GST-AP2 beads, flow cytometry; AP2 beta2 appendage carries R879A mutation; inhibition, % at 10 µM; 340,000 compounds, 0.31% hits; AID 504490;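 active = inhibition above a set limit, near 3 SD of compounds lacking own fluorescence, cut at about 54% in these data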;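 note: plate controls were DMSO wells for no effect and 5 µM unlabelled arrestin peptide for full effect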
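Test system: GST-tagged AP2 beta2-adaptin appendage (R879A) on 4 µm glutathione beads; also added: fluorescein-tagged arrestin peptide at 50 nM final; timing: 12 min plus 1 h, RT; signal: flow cytometry, FL1 (488/535 nm); read-out: percent drop in bead-associated FITC signal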
SR-BI DiI-HDL act: enhances SR-BI lipid uptake from DiI-HDL | CHO ldlA[mSR-BI] cells, DiI-HDL uptake fluorescence, 3 h; 100 = double the neutral-control signal | activation, % at 12.5 µM | 320,000 compounds, 0.096% hits | AID 504775;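 active = mean replicate activation of at least 60% and every replicate at or above 60%; inconclusive = mean or all-replicate condition met, but not both; inactive = mean below 60% and not all replicates reaching 60%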;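 note: 0% = median plate neutral-control signal and 100% = twice that signal; values of inactives mirror those of a sister screen read the other way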
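system = CHO ldlA[mSR-BI] cells, LDL receptor-null, SR-BI overexpressing | medium = Ham's F12 with 0.5% BSA, HEPES 25 mM, pH 7.4 | probe or stimulus = DiI-HDL 10 µg/mL | compound dosing = single-point compound dose | incubation = compound exposure 3 h, 37 °C | technique = DiI fluorescence, bottom read | read-out = cell-associated DiI fluorescence as measure of HDL uptake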
DAGLB inhibitor: blocks human DAGLB lipase activity; inhibition, % at 5.17 µM; HEK293T DAGLB membrane lysate, EnzChek fluorogenic substrate; 340,000 compounds, 0.059% hits; in the data active = inhibition above about 34%;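 note: 0% = enzyme with vehicle and 100% = wells lacking enzyme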
Starred values were filed as active, the others as inactive; ? = inconclusive; . = no result given.

Molecule,LANA DNA inh,SR-BI DiI inh,Keap1 Nrf2 FP,NSD2 HMT inh,RTF Ca sens inh,PvdQ inh,PKA-R2B act,Arr AP2 block,SR-BI DiI-HDL act,DAGLB inhibitor
COc1ccccc1-n1c(-c2ccc(Cl)cc2)c[nH]c1=S,-1.1,4,-3,5,3,-12,4,0,-4,-5
CCCCn1cnc2c(SCc3ccccc3Cl)nc(N)nc21,1.2,12,-1,0,2,-15,4,-18,-12,-1
CCOc1ccccc1N1CCN(C(=O)c2cc3c(C)cc(C)cc3[nH]2)CC1,0.2,10,-4,1,-6,6,-7,17,-10,0
COC(=O)c1c(C)[nH]c(C(=O)COC(=O)CCNS(=O)(=O)c2cccc(C(F)(F)F)c2)c1C,-2.9,6,1,-1,1,0,-10,16,-6,-4
Cc1cc(Cl)ccc1OCC(=O)Nc1cccc(S(=O)(=O)N2CCCC2)c1,0.0,5,-7,-2,-3,-20,-7,-7,-5,-4
COC(=O)C1CC(Cl)CN1c1ncc(C(F)(F)F)cc1Cl (centres undefined),-0.4,-38,-1,-4,-4,18,2,6,38,-4
CCc1cccc(CC)c1NC(=O)COC(=O)c1ccc2c(c1)S(=O)(=O)c1ccccc1C2=O,-1.3,-16,4,0,-2,4,-3,10,16,-2
O=C(c1ccc(-c2ccccc2Cl)o1)N1CCN(c2ccccc2O)CC1,1.2,8,-6,-4,4,2,-1,10,-8,-2
O=C(Nc1cc(C(F)(F)F)ccc1-n1cncn1)c1ccc(Cl)cc1,0.1,34,3,0,-1,-10,-1,16,-34,-1
NC(=O)N1CCC2(CC1)NC(=O)N(c1ccccc1)N2,-0.1,-3,-6,-3,-7,-12,-8,2,3,2
COc1ccccc1CN1CC(C(=O)NCc2nccn2C)CCC1=O (centres undefined),-0.1,2,0,-4,0,-8,-12,2,-2,0
Cc1onc(-c2c(F)cccc2Cl)c1C(=O)Nc1cccc(S(=O)(=O)NCc2ccco2)c1,-2.0,11,-2,1,-10,2,4,15,-11,-1
Cn1cc(S(=O)(=O)N2CCc3ccccc3C2)c(=O)n(C)c1=O,1.5,-33,1,.,-7,0,0,22,33,0
CN(C)Cc1c(O)ccc2c(-c3ccccc3)cc(=O)oc12,2.2,3,2,-7,-6,-9,-7,24,-3,0
CC1(C)CC(=O)C(C2(O)C(=O)Nc3ccccc32)CO1 (centres undefined),2.5,-8,-8,3,-9,-11,-10,-26,8,-2
O=C(c1ccc(Cl)c(Cl)c1)N1CCN(c2ccccn2)CC1,-1.3,10,-1,0,1,1,5,34,-10,-5
Cc1cc(Br)c(OCC(=O)NN)c2c1CCC2,-0.8,-1,1,0,-1,-1,-11,22,1,-4
Cc1nn(-c2nc(-c3ccco3)cc(C(F)(F)F)n2)c(C)c1Br,1.3,0,5,-3,2,-4,-2,2,0,-5
COC(=O)c1c(NC(=O)CN2CCC3(O)CCCCC3C2c2ccc(OC)cc2OC)sc(C)c1C (centres undefined),0.2,27,0,2,-18,-8,0,-5,-27,-5
CCCCc1nnc(NC(=O)CN2C(=O)C3CCCCC3C2=O)s1 (centres undefined),1.4,-35,4,-1,-6,-10,-8,-4,35,2
CCCn1c(=O)c(C(=O)NCc2ccncc2)c(O)c2ccccc21,-0.2,-21,-2,-1,-3,1,-5,20,21,-7
CN(C)C(CNC(=O)c1cc(S(=O)(=O)N(C)c2ccc(F)cc2)ccc1Cl)c1cccs1 (centres undefined),-0.8,-5,0,1,-5,-1,-3,29,5,-7
Cc1ccc(S(=O)(=O)N(C)C)cc1NC(=O)C(C)OC(=O)c1cc[n+]([O-])cc1 (centres undefined),0.8,-17,0,0,-10,-9,5,1,17,3
Cc1cc(N2C(=O)CC(Cc3ccc(Cl)cc3)C2=O)no1 (centres undefined),-0.3,.,-4,-1,-6,-16,-8,3,.,1
CS(=O)(=O)c1ccc2sc(NC(=O)c3cc4ccccc4o3)nc2c1,0.9,7,-1,3,6,?,-14,-26,-7,2
Cc1ccc(S(=O)(=O)Nc2ccccc2)cc1C(=O)N1CCCC1,-1.2,-11,-2,-4,3,-2,-1,20,11,-1
Cc1ccc(CSCC(=O)Nc2ccc(N3CCOCC3)cc2N2CCOCC2)cc1,-1.4,-10,3,.,10,-2,1,9,10,-2
CCOc1ccc(NC(=O)c2ccccc2OCC(=O)c2ccccc2)cc1,2.1,65,-2,0,3,-7,1,-1,-65,-6
O=C(Cn1nc2ccccc2n1)N/N=C/c1cc([N+](=O)[O-])ccc1O,2.8,24,2,.,1,-2,0,6,-24,10
Cc1cc(C(=S)N2CCOCC2)c(C)n1-c1ccc(F)cc1,-0.5,13,3,13,-34,-10,11,-9,-13,2

Quoted at random: two entries already listed, in no set order.
Molecule,LANA DNA inh,SR-BI DiI inh,Keap1 Nrf2 FP,NSD2 HMT inh,RTF Ca sens inh,PvdQ inh,PKA-R2B act,Arr AP2 block,SR-BI DiI-HDL act,DAGLB inhibitor
Cn1cc(S(=O)(=O)N2CCc3ccccc3C2)c(=O)n(C)c1=O,1.5,-33,1,.,-7,0,0,22,33,0
CN(C)Cc1c(O)ccc2c(-c3ccccc3)cc(=O)oc12,2.2,3,2,-7,-6,-9,-7,24,-3,0

Additional entries follow:
Molecule,LANA DNA inh,SR-BI DiI inh,Keap1 Nrf2 FP,NSD2 HMT inh,RTF Ca sens inh,PvdQ inh,PKA-R2B act,Arr AP2 block,SR-BI DiI-HDL act,DAGLB inhibitor
Cc1cc(C)cc(OCC(=O)OCC(=O)Nc2cc(S(=O)(=O)N3CCOCC3)ccc2Cl)c1,-0.4,-1,-6,-1,2,4,-10,-3,1,-2
CCn1c(Cc2ccccc2)nnc1SCc1cccc(C(=O)O)c1,-0.7,13,-1,0,-2,11,-6,0,-13,1
COc1ccc(-c2ccnc(-c3ccc(OCCCF)cc3)n2)cc1,0.4,30,-1,1,-2,-13,-9,4,-30,-10
Cn1ncc([N+](=O)[O-])c1C(=O)n1nnc2ccccc21,-1.0,-17,-5,-2,-10,-4,-4,35,17,-1
COC(=O)C(C)Oc1ccc2c3c(c(=O)oc2c1)CCCCC3 (centres undefined),0.3,-4,-2,-2,3,17,-4,12,4,-4
Cc1nc(Cl)sc1C(=O)Nc1cccc2ccccc12,1.2,3,3,-3,11,-4,-1,-3,-3,-2
Cc1ccc(-c2nnn(CC(=O)N(Cc3ccccc3F)C(C(=O)NC3CCCC3)c3ccncc3)n2)o1 (centres undefined),1.3,0,-8,-7,-17,-14,-5,4,0,3
COC(=O)[C@H](C)NC(=O)Nc1cccc(C(F)(F)F)c1,-3.0,-3,-2,0,-1,-12,6,-6,3,-1
O=C(NCCc1c[nH]c2ccccc12)c1ccc(-n2cnnn2)cc1,-1.8,54,-8,7,-1,11,-1,-2,-54,-2
COCCCNC(=O)COC(=O)c1ccc(-c2nc3ccccc3s2)s1,-0.6,7,-8,0,-4,-4,0,-13,-7,-3
Cc1ccc(OCC(=O)OC(C)CN2CCCCC2)cc1 (centres undefined),-2.3,1,-1,-3,-4,-17,-9,-27,-1,1
COc1ncc(C2=CC(=O)CC(C)(C)C2)cn1,-1.1,-2,-2,.,-24,-7,0,3,2,0
COc1ccc(OCCN2CCN(C(=O)c3ccc(OC)cc3)CC2)cc1,0.1,8,3,-2,0,-4,-11,22,-8,-1
COCCCNC(=O)c1cccc(OC)c1OC,0.1,54,-3,-1,5,-7,-7,7,-54,-1
O=C1CC(C(=O)Nc2ccccc2)S/C(=N\NC(=O)c2ccccc2Cl)N1 (centres undefined),2.1,-18,3,-2,-8,2,3,34,18,2
COc1ccc(NC(=O)c2c(NC(=O)CNCC(C)C)sc3c2CCC3)c(OC)c1,8.2,53,4,2,-28,13,-10,7,-53,-7
CCOC(=O)c1c(C)c(C(=O)Nc2ccc3c(c2)OCO3)c(C)n1C,0.7,18,-3,-3,-12,-15,-10,10,-18,0
CN(C)C(CNc1ccc([N+](=O)[O-])cc1C#N)c1ccccc1 (centres undefined),-0.7,-13,-2,2,8,-13,-2,-38,13,3
NC(=O)C1CCN(C(=O)CNC(=O)c2ccc(Br)o2)CC1,-0.3,-8,2,0,-4,-5,-6,27,8,-2
O=C1c2ccccc2S(=O)(=O)N1CCS(=O)(=O)c1ccc(F)cc1,0.4,-8,2,0,-3,1,-4,12,8,-1
O=C1N(c2ccccc2)C(c2ccccc2)C12CCCCC2 (centres undefined),-2.4,6,-7,.,-2,-24,-1,-11,-6,-10
C/C(=N\NC(=O)C(O)c1ccccc1)c1ccc(Br)s1 (centres undefined),0.4,-8,-3,-1,-4,0,0,-4,8,-5
CC1=NN(C(N)=S)C(=O)C1N=Nc1c(Cl)cc([N+](=O)[O-])cc1Cl (centres undefined),2.1,-8,2,-56,-5,12,-2,18,8,34
CCOC(=O)C1(Cc2cccc(OC)c2)CCN(Cc2cccn2-c2ccccn2)CC1,1.2,1,-1,6,-3,6,-19,-4,-1,0
CCOC(=O)c1ccccc1NC(=O)CN1C(=O)c2ccccc2S1(=O)=O,0.2,1,1,-3,-9,0,-5,7,-1,1
